Assay outcomes as filed in PubChem BioAssay.
ALDH1A1 inh: inhibitors of human aldehyde dehydrogenase 1A1; Purified ALDH1A1, NADH fluorescence, propionaldehyde substrate; Potency, µM (top dose mostly 75.3 µM), without a hit: at the highest dose activity, negative = inhibition, usual class: inhibitors; 7.3% of 220,000 active; active = well fitted inhibition curve with a large enough effect, not every such curve was filed as active; inconclusive = small, poorly fitted or top-dose-only effect, or another doubt; inactive = no such curve, though single readings can be large or run the other way;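 also: plate controls were no enzyme wells and a reference inhibitor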
Target sequence (P00352 whole entry, looked up): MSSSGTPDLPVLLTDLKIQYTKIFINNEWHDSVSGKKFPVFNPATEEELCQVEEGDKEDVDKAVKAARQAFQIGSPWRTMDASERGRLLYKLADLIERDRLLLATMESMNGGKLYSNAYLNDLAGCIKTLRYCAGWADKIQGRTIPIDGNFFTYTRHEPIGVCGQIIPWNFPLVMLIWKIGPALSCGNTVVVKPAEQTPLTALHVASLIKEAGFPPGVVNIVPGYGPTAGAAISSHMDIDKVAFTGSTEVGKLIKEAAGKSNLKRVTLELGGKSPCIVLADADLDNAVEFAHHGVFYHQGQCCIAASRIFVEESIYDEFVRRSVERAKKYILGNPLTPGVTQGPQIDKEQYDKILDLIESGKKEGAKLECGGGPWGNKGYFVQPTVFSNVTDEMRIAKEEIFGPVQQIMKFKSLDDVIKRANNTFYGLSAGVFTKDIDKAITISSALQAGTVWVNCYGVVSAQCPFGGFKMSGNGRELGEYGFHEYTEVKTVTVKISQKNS
L3MBTL1 inh: L3MBTL1 (human) inhibition | AlphaScreen L3MBTL1–H3K9me1 peptide binding | Potency, µM (titrated, usually from 57.1 µM), for the others: at the highest dose activity, negative = inhibition, usual class: inhibitors | Q9Y468 | 0.66% of 230,000 active; also: % is scaled to controls: 0 for no effect and ±100 for the full control effect; nearly all actives have a fitted effect of over 60% in size
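Read-out is AlphaScreen signal from streptavidin donor and nickel chelate acceptor beads (10 ug/mL final each) bridging L3MBTL1 (50 nM) and biotinylated K9-monomethylated H3(1-15) peptide (75 nM), after 30 min compound exposure at room temperature.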
Lamin A splicing: LMNA splicing modulation | HeLa LMNA splicing GFP/RFP minigene ratio, 48 h | Potency, µM (highest dose often 46.1 µM), without a hit: top-dose ratio change, negative = inhibition, usual class: inhibitors | 0.01% of 200,000 active; active = well fitted inhibition curve with a large enough effect in the signal ratio, with a control signal flat, not every such curve was filed as active; inconclusive = small, poorly fitted or top-dose-only effect, or effect the other way, or a change in a side signal; the % refers to the signal ratio; also: % is scaled to controls: 0 for no effect and ±100 for the full control effect
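S3 HeLa cells stably expressing lamin A-EGFP splicing minigene plus DsRed2, 600 cells/well, 48 h compound exposure at 37C. Laser-scanning cytometry; analysed as GFP (500-530 nm)/RFP (575-640 nm) total intensity ratio; 0.5% DMSO vehicle.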
Tau ThT inhib: blocks human tau fibril formation measured by thioflavin T; P10636; recombinant tau K18 P301L (four-repeat tau fragment), heparin-induced fibrillization, ThT fluorescence; Potency, µM (titrated, usually from 57.4 µM), for inactives: at the highest dose activity, negative = inhibition, actives largely listed as inhibitors; 2.1% of 270,000 active; also: % is scaled to controls: 0 for no effect and ±100 for the full control effect; nearly all actives have a fitted effect of over 55% in size
Target sequence (P10636 561-689 P618L limits assumed): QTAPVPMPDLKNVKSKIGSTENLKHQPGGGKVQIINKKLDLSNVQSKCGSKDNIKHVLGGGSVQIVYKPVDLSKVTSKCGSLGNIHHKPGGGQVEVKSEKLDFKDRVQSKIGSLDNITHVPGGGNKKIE
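Heparin-induced (20 uM) aggregation of recombinant human K18 P301L tau, 15 uM unlabeled with 0.24 uM labeled, pH 7 acetate buffer, 6 hr at 37 C with compound. Fibrils quantified by 30 uM ThT fluorescence after 1 hr ambient incubation.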
KinaseGlo FLuc: blocks Kinase-Glo luciferase, a counter-screen artifact | Potency, µM (doses to about 38.3 µM), for inactives: top-dose activity change, negative = inhibition, hits mostly inhibitors | AID 1379 | 0.28% of 200,000 active | Kinase-Glo luciferase, ATP luminescence, 8 min; also: % is scaled to controls: 0 for no effect and ±100 for the full control effect; nearly all actives have a fitted effect of over 60% in size
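Kinase-Glo luciferase light output from ATP and luciferin was measured with 10 uM ATP, within the enzyme's linear range. Buffer: 50 mM imidazole pH 7.2, 50 mM KCl, 7 mM MgCl2, 0.01% Tween 20, 0.05% BSA; luminescence read after 8 min at ambient temperature.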
JMJD2E inh: inhibitors of human JMJD2E histone demethylase; Potency, µM (highest dose often 57.1 µM), for the others: at the highest dose activity change, negative = inhibition, usual class: inhibitors; JMJD2E catalytic domain, FDH-coupled NADH fluorescence (FDH is formaldehyde dehydrogenase); 1.6% of 230,000 active; active = well fitted inhibition curve with a large enough effect, not every such curve was filed as active; inconclusive = small, poorly fitted or top-dose-only effect, or another doubt; inactive = no such curve, though single readings can be large or run the other way;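 also: 0% = wells with enzyme and -100% = buffer wells without enzyme; nearly all actives have a fitted effect of over 50% in size; many of its hits are not listed in these tables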
Target sequence (B2RXH2 1-337 limits assumed): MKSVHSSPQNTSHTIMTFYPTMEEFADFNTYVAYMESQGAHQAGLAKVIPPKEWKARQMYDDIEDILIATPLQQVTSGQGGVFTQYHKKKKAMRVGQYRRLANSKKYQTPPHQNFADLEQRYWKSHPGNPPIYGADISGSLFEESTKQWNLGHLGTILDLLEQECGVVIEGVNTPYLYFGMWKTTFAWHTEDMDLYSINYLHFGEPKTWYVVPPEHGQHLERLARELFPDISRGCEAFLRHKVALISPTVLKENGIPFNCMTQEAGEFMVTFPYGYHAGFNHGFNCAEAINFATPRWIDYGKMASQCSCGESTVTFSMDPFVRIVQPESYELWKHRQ
SMN2 splice enh: increases expression of the SMN2 splice variant. Potency, µM (top dose mostly 46.1 µM), for the others: at the top dose activity change, positive = activation, most hits filed as activators. 2.8% of 210,000 active. HEK293 SMN2-luciferase splicing reporter, luminescence, 30-36 h; also: % of control where 0% means no effect; nearly all actives have a fitted effect of over 55% in size
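HEK293 cells carry an SMN2 […]–luciferase reporter in which exon 7 inclusion puts luciferase in frame. Cells were plated 10-12 h before compound addition, then incubated 30-36 h at 37C. ONE-Glo luminescence was read; sodium butyrate at 4.5 mM final served as control.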
RECQ1 helicase: blocks DNA unwinding by human RECQ1. P46063. RECQ1 DNA unwinding, red fluorescence kinetic read. Potency, µM (series often up to 57.3 µM), inactives show at the top dose activity, negative = inhibition, actives largely listed as inhibitors. 0.54% of 240,000 active;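 also: plate controls were vehicle for no effect and no enzyme for full effect; nearly all actives have a fitted effect of over 30% in size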
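50 nM RECQ1T1 preincubated 15 min with compound in Tris pH 8.0 buffer with MgCl2, DTT, Tween-20 and 2.5 ug/ml poly(dI-dC); started with 200 nM TAMRA/BHQ-2 forked duplex and 2 mM ATP. Unwinding read as fluorescence (525/598 nm), two reads 2 h apart.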
* = called active by the depositor; i = inactive; ? = inconclusive; nt = not tested or not shown; & = joins results of further samples; [ ] = remark or other dose. Unless noted, calls follow the shape of the dose curve; as a rule, active = well fitted curve in the direction sought with a large enough effect; inconclusive = small, poorly fitted or top-dose-only effect, or another doubt; inactive = no such curve, though single readings can be large; an effect the other way counts as inactive or inconclusive. Potency is read from the fitted curve at half-maximal effect.

SMILES | ALDH1A1 inh | L3MBTL1 inh | Lamin A splicing | Tau ThT inhib | KinaseGlo FLuc | JMJD2E inh | SMN2 splice enh | RECQ1 helicase
COc1cc(OC)c(CN2CCCCCCC2)cc1Br | -12% | nt | -2% | -8% | -2% | -16% | 8% | -4%
CCC1CCc2c(sc(NC(=O)C3CC=CCC3C(=O)O)c2C#N)C1 (stereo unspecified) | 1.8µM* | -13% | -7% | ? | 1% | -3% | 10% | -12%
CCCC(=O)c1c[nH]c(C(=O)NCc2cccnc2)c1 | 28µM* | 16% | nt | 7% | 4% | 5% | 2% | i
COc1ccc2nc(NC(=O)Cc3cccs3)sc2c1 | -7% | nt | -23% | -4% | -4% | -1% | 10% | -19%
C[C@]12CC[C@@H]3c4ccc(OS(=O)(=O)O)cc4CC[C@H]3[C@@H]1CCC2=O | 1% | -2%&2% | -7% | -8% | 1% | 126%[activator] | -4% | 14%
O=C1CCCC(O)=C1N=Nc1ccc2c(c1)OCO2 | -3% | -15% | -7% | ? | ? | 0% | 16µM* | -1%
CCC1CCCCN1C(=O)c1cccc(S(=O)(=O)Nc2cc(C(F)(F)F)ccc2Cl)c1 (stereo unspecified) | ? | 6% | ? | -11% | 1% | 0% | -21% | -13%
COC(=O)N1CC=CC1(C)C(=O)NCc1ccc(C)o1 (stereo unspecified) | ? | nt | nt | 22µM* | -5% | -85% | 14% | -7%
O=C(NCC1CCCN(Cc2ccc3nonc3c2)C1)c1cccc(C(F)(F)F)c1 (stereo unspecified) | 0% | 6% | nt | 13% | 1% | -2% | nt | i
Cn1cc(S(=O)(=O)N2CCN(c3ccccc3)CC2)c(=O)n(C)c1=O | 2% | 4% | -9% | -11% | 2% | 2% | 2% | -2%
CCOC(=O)c1ccc(NC(=S)N(Cc2cccnc2)Cc2ccco2)cc1 | -2% | 1% | ? | -9% | 1% | 10% | -16% | -13%
COc1cc(NC(=S)NC(=O)c2ccccc2C)ccc1NC(=O)c1cccs1 | 25µM* | -7% | ? | -15% | 3% | -4% | -1% | -5%
c1ccc(Cn2nnc3c(NCc4ccc5c(c4)OCO5)nc(C4CC4)nc32)cc1 | 1% | -16%[11.4 µM] | -5% | 2% | -3% | 4% | ? | i
O=C(NNc1cccc(Cl)n1)Nc1ccccc1Cl | -8% | 6% | 3% | 1% | -5% | 7% | -8% | 0%
COc1ccc(Cl)cc1N1C(=O)C2CCCN2C1c1cccc(F)c1 (stereo unspecified) | 4% | nt | -3% | -14% | 1% | 4% | 2% | -6%
CCCCNC(=S)NNC(=O)c1csc(CC)c1 | -2% | 8% | -16% | -4% | 4% | 9% | 12% | -2%
COc1ccc(-n2c(Cc3cccn3C)nnc2SCC(=O)Nc2nccs2)cc1 | ? | -4% | -7% | -11% | -1% | 4% | 18% | -18%
Cc1ccc(N(Cc2cc3ccc(C)cc3[nH]c2=O)S(C)(=O)=O)c(C)c1 | nt | -7% | nt | 0% | nt | ? | nt | -4%
CCOc1ccc(NC(=O)CN2CC(c3ccccc3)CC2=O)cc1 (stereo unspecified) | 4% | 11% | -7% | -4% | -1% | -1% | 10% | -2%
C=CCNCc1cccn1-c1ccccc1 | ? | -5% | 6% | -1% | 2% | ? | 16% | 0%

Molecules listed so far that contain a CF3 group (2):
SMILES | ALDH1A1 inh | L3MBTL1 inh | Lamin A splicing | Tau ThT inhib | KinaseGlo FLuc | JMJD2E inh | SMN2 splice enh | RECQ1 helicase
CCC1CCCCN1C(=O)c1cccc(S(=O)(=O)Nc2cc(C(F)(F)F)ccc2Cl)c1 (stereo unspecified) | ? | 6% | ? | -11% | 1% | 0% | -21% | -13%
O=C(NCC1CCCN(Cc2ccc3nonc3c2)C1)c1cccc(C(F)(F)F)c1 (stereo unspecified) | 0% | 6% | nt | 13% | 1% | -2% | nt | i

(continued)
SMILES | ALDH1A1 inh | L3MBTL1 inh | Lamin A splicing | Tau ThT inhib | KinaseGlo FLuc | JMJD2E inh | SMN2 splice enh | RECQ1 helicase
CC(=O)C1=C(O)C(=O)N(CCCn2ccnc2)C1c1ccc(C)cc1 (stereo unspecified) | -10% | 3% | -10% | -15% | 1% | ? | 2% | -12%
O=C(CCCn1c(=S)[nH]c2ccc(Br)cc2c1=O)NCC1CCCO1 (stereo unspecified) | 1.4µM* | -6% | -7% | 2% | -3% | 0% | 7% | -9%
c1c2c(cc3sc(N4CCOCC4)nc13)OCCO2 | -8% | 9% | -4% | ? | ? | 9% | 1.1µM* | -11%
Cc1ccc(CNC(=O)CNS(=O)(=O)c2cccc3nsnc23)cc1 | 7% | 0% | 4% | -11% | -1% | 12% | -12% | -3%
CNC(=O)c1ccsc1NC(=O)c1ccc(S(=O)(=O)N2CCCc3ccccc32)cc1 | ? | -6% | ? | -2% | 5% | 1% | -56%[inhibitor] | -1%
Cc1cc(NC(=O)c2ccco2)ncc1NC(=O)Cc1ccccc1 | -5% | ? | -1% | ? | 3% | 11% | 8% | i
Cc1cccc(NC(=O)c2cccc3c2-c2ccccc2C3=O)n1 | 0% | -9%[11.4 µM] | -8%[46 µM] | -4% | 2% | 6% | -17% | i
N#C/C(=C\c1ccc(Cl)cc1)c1nc2ncccc2[nH]1 | -1% | 2% | 2% | ? | 4% | ? | 3% | -6%
NC(=O)N/N=C/c1cn(-c2ccccc2)nc1-c1cccnc1 | ? | -2% | nt | -7% | nt | ? | nt | -9%
O=C(CSCc1nc2c(nnn2Cc2ccc(F)cc2)c(=O)[nH]1)Nc1c(Cl)cc(Cl)cc1Cl | 2% | -6% | nt | -3% | -5% | 6% | -18% | -1%
Nc1c(NCCc2ccccc2)c2ccccc2oc1=O | -7% | -11% | ? | -6% | 2% | ? | -6% | i
CCCCN(CC)CCNC(=O)CCC(=O)Nc1ccc2nc(N3CCN(C)CC3)cc(C)c2c1 | ? | nt | ? | -20% | 0% | ? | -11% | -10%
CCN(CC)S(=O)(=O)c1ccc(C(=O)OCC(=O)Nc2sc3c(c2C#N)CCCCC3)cc1 | ? | -9% | 5% | -6% | 0% | -21% | 24% | -8%
N#CCCN(CC(=O)O)S(=O)(=O)c1ccccc1 | 3% | nt | 3% | 13% | -3% | 1% | nt | -14%
COc1cccc(N2CCN(c3ncnc4c3[nH]c3ccccc34)CC2C)c1 (stereo unspecified) | 35µM* | -6% | ? | ? | -1% | -15% | -123%[inhibitor] | -5%
O=C(Nc1ccc(Nc2ccccc2)cc1)N1CCOCC1 | -2% | -9% | 4% | ? | 2% | -11% | ? | -5%
Cc1cc(C)c2cc(C(=O)Nc3ccccc3)[nH]c2c1 | nt | 8% | nt | -6% | nt | -5% | nt | i
CC1(c2ccc(OC(F)F)cc2)NC(=O)N(CC(=O)NC2CCCCC2)C1=O (stereo unspecified) | -6% | -3% | -6% | -16% | -1% | 3% | -13% | 8%
O=C1CCS/C(=N\N=C\c2ccc(Cl)cc2Cl)N1 | -8% | -1% | ? | ? | nt | ? | nt | -16%
COc1ccc(N(CC(=O)N2CCc3ccccc3C2)S(=O)(=O)c2c(C)nn(C)c2C)cc1 | ? | -7% | 0% | 0% | -4% | 10% | 6% | -8%

Part of the list above in order of formula weight, rising.
SMILES | ALDH1A1 inh | L3MBTL1 inh | Lamin A splicing | Tau ThT inhib | KinaseGlo FLuc | JMJD2E inh | SMN2 splice enh | RECQ1 helicase
N#C/C(=C\c1ccc(Cl)cc1)c1nc2ncccc2[nH]1 | -1% | 2% | 2% | ? | 4% | ? | 3% | -6%
O=C(Nc1ccc(Nc2ccccc2)cc1)N1CCOCC1 | -2% | -9% | 4% | ? | 2% | -11% | ? | -5%
O=C1CCS/C(=N\N=C\c2ccc(Cl)cc2Cl)N1 | -8% | -1% | ? | ? | nt | ? | nt | -16%
O=C(CSCc1nc2c(nnn2Cc2ccc(F)cc2)c(=O)[nH]1)Nc1c(Cl)cc(Cl)cc1Cl | 2% | -6% | nt | -3% | -5% | 6% | -18% | -1%

Following part:
SMILES | ALDH1A1 inh | L3MBTL1 inh | Lamin A splicing | Tau ThT inhib | KinaseGlo FLuc | JMJD2E inh | SMN2 splice enh | RECQ1 helicase
COC(=O)C1C2C=CC3(CN(C(C)c4ccc(OC)cc4)C(=O)C13)O2 (stereo unspecified) | 2% | nt | -1% | -6% | -6% | 7% | 11% | i
COc1ccc(-c2nc3c(c(=O)c4ccccc4n3C)c(=O)n2Cc2ccccc2)cc1 | 23% | 4% | 0% | 0% | 0% | 14% | -2% | ?
COCC(=O)Nc1nc2n(n1)C(c1ccc(Cl)cc1)CC(c1ccc(OC)cc1)N2 (stereo unspecified) | ? | 1% | -5% | -9% | -5% | ? | -7% | -5%
Nc1c(C(=O)O)cnc2nc(N3CCOCC3)nn12 | ? | nt | nt | -6% | -5% | ? | 12% | i
COC(=O)[C@H](CC(C)C)NC(=O)NCc1ccc(Cl)cc1 | nt | 2% | nt | -5% | nt | 4% | nt | 4%
O=C1CCCC2=C1C1c3ccccc3C(=O)N1c1ccc(C(=O)c3ccccc3)cc1N2 (stereo unspecified) | ? | ? | -13% | 8% | -1% | -1% | -40%[inhibitor] | -8%
COC(=O)CN1C(C)=Nc2ccc(Br)cc2C1c1ccccc1 (stereo unspecified) | -2% | 2% | -11% | -5% | 0% | -3% | 4% | -2%
Cc1ccc2oc(=O)c3cnn(CC(=O)NC4CCC(C)CC4)c3c2c1 (stereo unspecified) | 2% | nt | -6% | -17% | -3% | 4% | -33%[inhibitor] | -7%
CC(C)(C)c1ccc(C(CC(=O)O)NC(=O)c2ccccc2F)cc1 (stereo unspecified) | 11% | nt | nt | -9% | nt | 4% | nt | -6%
COc1cccc(/C=C2\SC(N)=NC2=O)c1OS(=O)(=O)c1ccccc1 | 4% | nt | nt | -11% | -4% | -26% | 3% | 6%

As entered above.
Result for `CC(C)(C)c1ccc(C(CC(=O)O)NC(=O)c2ccccc2F)cc1` (stereo unspecified) under Tau ThT inhib: -9%
Result for `COC(=O)CN1C(C)=Nc2ccc(Br)cc2C1c1ccccc1` (stereo unspecified) under Tau ThT inhib: -5%

Only part of the results is shown; count on the stated rates, not on these rows.
